bovine MsrA act: bovine MsrA enzyme activators, primary screen, biochemical, absorbance, HTS; Methionine sulfoxide reductase A (Bos taurus); purified bovine MsrA, absorbance read-out; activation, % at 10.6 µM; 360,000 tested, 0.3% active; in the data active = activation above about 7.5%;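 note: 0% = vehicle and 100% = reference activator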
MT1-MMP act inh: blockers of MT1-MMP proenzyme processing, primary screen, HT1080 RFP-PRO-GFP cells, GFP/RFP fluorescence; GFP/RFP ratio fluorescence, overnight; percent of plate control window, DMSO zero; GFP/RFP ratio change, % at 20 µM; 360,000 tested, 0.061% active;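 active = GFP/RFP ratio change of at least 30% with cell ATP level not reduced by more than half and red fluorescence within 50% of control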; note: strong numbers were not always called active
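Assay system: HT1080 RFP-PRO-GFP cells. Benchmarks: DMSO vehicle wells and RFP-L50D-GFP reporter cell wells. Times: overnight cell settling, then overnight compound exposure, 37 °C, 5% CO2. Compound: 20 µM single dose, 1% DMSO. Read-out basis: GFP/RFP fluorescence ratio.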
eLon inh: inhibitors of E. coli Lon protease, primary screen, biochemical, fluorescence polarization | 360,000 tested, 0.42% active | purified E. coli Lon protease | P0A9M0 | AID 602123, 2011 | inhibition, % at 7.94 µM; in the data active = inhibition above about 13%, passing the limit was not always enough;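 note: 0% = enzyme with probe and DMSO and 100% = no enzyme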
Target sequence (P0A9M0 whole entry, looked up): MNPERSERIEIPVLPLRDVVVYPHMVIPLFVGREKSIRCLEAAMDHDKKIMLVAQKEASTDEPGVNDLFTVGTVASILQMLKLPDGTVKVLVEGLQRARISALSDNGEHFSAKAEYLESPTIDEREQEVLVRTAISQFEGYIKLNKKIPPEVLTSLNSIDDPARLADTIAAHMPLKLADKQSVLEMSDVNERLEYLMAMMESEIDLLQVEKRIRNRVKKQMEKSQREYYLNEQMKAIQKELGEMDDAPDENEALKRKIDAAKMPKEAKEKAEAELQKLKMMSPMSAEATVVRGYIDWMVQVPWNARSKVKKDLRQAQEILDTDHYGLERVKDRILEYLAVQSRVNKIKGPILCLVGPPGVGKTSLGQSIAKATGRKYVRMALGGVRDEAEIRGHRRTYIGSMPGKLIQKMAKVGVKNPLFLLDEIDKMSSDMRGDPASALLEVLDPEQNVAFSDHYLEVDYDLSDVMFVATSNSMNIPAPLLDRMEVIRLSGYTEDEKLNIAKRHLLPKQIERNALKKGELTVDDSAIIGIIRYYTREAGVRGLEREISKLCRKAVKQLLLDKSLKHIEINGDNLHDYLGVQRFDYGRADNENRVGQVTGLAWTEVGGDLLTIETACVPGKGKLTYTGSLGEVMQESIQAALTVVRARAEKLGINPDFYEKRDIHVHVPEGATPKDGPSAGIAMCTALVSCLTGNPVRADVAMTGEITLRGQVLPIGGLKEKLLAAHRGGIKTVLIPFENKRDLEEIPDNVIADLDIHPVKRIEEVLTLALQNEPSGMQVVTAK
CendR NRP1 mod: modulators of CendR peptide binding to NRP-1, primary screen, biochemical, fluorescence polarization, uHTS; Neuropilin-1 (Homo sapiens), O14786; FAM-RPARPAR peptide binding to NRP-1; inhibition, % at 25 µM; 360,000 tested, 0.85% active;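 active = inhibition or corrected inhibition above about 18%, plus a signal ratio from 0.5 to 1.5, limit read from the data, passing the limit was not always enough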; note: strong numbers were not always called active
Neddyl block: inhibitors of cullin neddylation, primary screen, biochemical, TR-FRET, uHTS, NAE and Ubc12; calls only at 25 µM; 360,000 tested, 0.58% active; in the data active = inhibition above about 36%
Rin1-Abl PPI inh: inhibitors of Rin1-Abl protein binding, primary screen, biochemical, TR-FRET; Tyrosine-protein kinase ABL1 (Homo sapiens) + Ras and Rab interactor 1 (Homo sapiens), …; inhibition, % at 7.35 µM; 360,000 tested, 0.4% active; AID 588664, 2011; in the data active = inhibition above about 5%, passing the limit was not always enough
SKN-1 block: suppressors of acrylamide-induced Pgst-4::GFP reporter in worms, primary screen, SKN-1 inhibitor project, whole organism, uHTS, GFP/RFP fluorescence ratio, strain VP596; C. elegans VP596 Pgst-4::GFP/RFP ratio, 24 h; inhibition, % at 21.8 µM; 360,000 tested, 0.49% active;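 active = interference check ratio from 0.5 to 1.5 plus GFP to RFP signal ratio inhibition reaching or exceeding a fixed threshold, cut at about 30% in these data, passing the limit was not always enough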; note: some compounds called inactive have numbers as strong as hits
FAS TE block: FAS thioesterase domain inhibitors, primary screen, biochemical, fluorescence intensity, uHTS. 360,000 tested, 0.67% active. recombinant FAS-TE, OMFH fluorogenic substrate, fluorescence endpoint. inhibition, % at 15 µM. AID 602261, 2012. Fatty acid synthase (Homo sapiens), P49327;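 active = compounds whose normalised, plate-corrected inhibition of enzyme fluorescence in the single-dose primary screen is 50% or more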;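 note: 0% = DMSO with enzyme and 100% = substrate without enzyme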
PABP1 MLLE inh: inhibitors of PABP1 MLLE–PAM2 peptide binding, primary screen, biochemical, fluorescence polarization, FITC-PAM2, GST-MLLE; AID 588489, 2011; 360,000 tested, 0.36% active; Polyadenylate-binding protein 1 (Homo sapiens), P11940; inhibition, % at 20 µM; in the data active = inhibition above about 35%, passing the limit was not always enough;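 note: plate controls were DMSO wells with GST-MLLE for no effect and wells lacking GST-MLLE protein for full effect; some results filed as inactive read as strong as hits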
Numbers without * were called inactive; i = inactive; x = not tested or not shown; + = active, no number.

Each structure is followed by: MT1-MMP act inh	Neddyl block	CendR NRP1 mod	Rin1-Abl PPI inh	eLon inh	bovine MsrA act	FAS TE block	PABP1 MLLE inh	SKN-1 block
CCOC(=O)c1ccc(N2C(=O)c3n[nH]c(-c4ccco4)c3C2c2ccc([N+](=O)[O-])cc2)cc1 (configuration not stated)
    -17.4	i	1.2	-1.3	-6.3	-1.2	27.2	-8.9	1.2
CCOC(=O)N1CCC(NC(=O)Cc2cn(C)c3ccccc23)CC1
    4.9	i	8.3	-0.1	15.9*	-1.4	-3.1	1.1	-8.6
CCCNC(=O)CCn1c(-c2ccc(C)cc2)cc(C(=O)OCC)c1C
    -0.2	i	6.8	-3.2	-0.9	-0.7	5.9	10.9	-8.6
CC12CCC(=O)C=C1CCC1C2C(O)CC2(C)C1CCC2(O)C(=O)CO (configuration not stated)
    0.1	i	3.3	4.3	-5.6	-3.9	-0.8	6.4	4.9
CC1(C)CC(=O)c2cc(OCC(=O)N3CCN(c4ccccc4F)CC3)ccc2O1
    -1.8	+	11.2	0.8	-21.0	-0.8	3.5	3.4	10.8
Nc1cccc(C(=O)Nc2cccc3ncccc23)c1
    8.9	i	-9.3	-0.4	0.3	-10.9	-9.8	-4.7	-12.8
Cc1cccc(NC(=O)CSc2nnc(CN3CCOCC3)n2C)c1C
    -4.7	i	2.4	-1.2	-9.8	-1.7	-3.9	4.7	5.1
FC(F)(F)c1cccc(CNC2CCN(Cc3ccccc3)CC2)c1
    3.2	i	3.2	-0.2	2.5	-8.0	-2.0	3.4	-0.1
O=C(NC1CCCCC1)C(CCc1ccccc1)n1c(=O)c(-c2ccccc2)nc2ccccc21 (configuration not stated)
    -13.2	i	4.6	x	x	x	x	x	18.2
C=CCOc1ccc(-c2n[nH]c(=S)o2)cc1
    2.5	x	2.7	-2.4	-8.6	2.5	0.3	-83.5	13.9
Cc1ccc(Nc2nc(CSc3nnc(-c4ccc(F)cc4)n3C)cs2)cc1
    -9.8	i	-0.2	1.0	-17.9	-1.5	3.0	-28.9	3.5
O=C(CCCc1ccccc1)NCc1ccc(F)cc1
    4.3	i	-9.4	0.5	2.1	-3.9	-1.7	-12.7	-7.1
C=CCSc1nnc2c(n1)OC(C)=Nc1ccc(Br)cc1-2
    -3.9	i	1.3	2.8	0.0	-5.5	1.0	37.6	-4.2
Cc1c(C(=O)Nc2cccc(Cl)c2)oc2ccc(S(=O)(=O)N3CCC4(CC3)OCCO4)cc12
    -15.9	i	7.1	2.0	5.7	0.3	65.6*	-11.5	10.1
C=CCn1c(O)c(N=NC(=O)CNC(=O)c2cccs2)c2ccccc21
    0.6	i	-2.0	-3.8	2.8	1.6	-3.8	4.8	-3.9
Cc1nn(C)cc1CN(C)S(=O)(=O)c1cccc([N+](=O)[O-])c1
    1.3	i	1.1	0.1	-0.1	-0.8	-2.1	2.0	-6.7
CC(=O)NC1C(OCc2cccc(Br)c2)OC(COC(C)=O)C(OC(C)=O)C1OC(C)=O (configuration not stated)
    0.5	i	-0.5	2.2	0.2	-1.4	-2.5	6.1	0.5
COCCCNC(=O)C1CC(=O)N(CCc2ccc(OC)c(OC)c2)C1 (configuration not stated)
    11.3	i	11.7	-3.3	-5.2	-0.4	-1.9	5.6	-5.9
O=C(Nc1ccc(S(=O)(=O)NCc2cccnc2)cc1)c1ccco1
    2.8	i	-6.3	0.3	11.8	1.1	-5.5	10.3	-11.1
O=C(CSc1nnc(CNC(=O)c2ccccc2F)o1)NC1CCCC1
    -1.4	i	5.7	2.3	3.9	-2.6	-7.5	9.7	3.4
O=C(CCc1nnc(Cc2ccc3c(c2)OCO3)o1)NCc1nc2ccccc2s1
    x	i	-19.2	5.4	0.7	-13.7	-6.4	-3.4	5.8
O=C(NNC(=O)c1cccnc1)Nc1ccccc1
    -2.2	i	8.3	2.1	-0.1	-2.0	-7.8	-1.1	-1.2
O=C(CSc1ncnc2c1sc1ccccc12)Nc1ccc(Br)cc1
    2.2	i	3.5	-161.7	4.0	-1.8	-12.3	23.5	13.3
CSCCC(c1nc2ccccc2[nH]1)n1c(-c2ccc(C)cc2)nc2ccccc21 (configuration not stated)
    -14.1	i	-7.9	x	x	x	x	x	18.0
COc1cc(/C=C/C(=O)OCC(=O)NCCN2C(=O)CSC2=O)ccc1OCC#N
    -2.0	i	-11.5	-2.2	-3.9	-1.6	-7.5	-9.6	-5.9
CCCCN1C(Nc2ccccc2)=NC[C@@H]1CC(C)C
    0.7	i	-1.6	1.8	-10.0	-3.4	-9.9	7.8	13.6
COc1ccc(-c2nc(NC(=O)C3CCN(c4nc5ccccc5o4)CC3)sc2C)cc1
    -14.1	i	2.7	0.4	0.1	0.4	17.3	11.2	0.0
CCc1ccc(NC(=O)CS(=O)CC(=O)Nc2ccc(F)cc2F)cc1 (configuration not stated)
    2.7	i	-2.9	-1.9	-1.0	1.1	-7.7	14.4	34.0
Clc1cccc(Cl)c1Cn1cnc2c(NCc3ccco3)ncnc21
    -4.2	i	-14.6	0.7	0.6	-3.5	-0.9	-15.0	-4.8
CN(CC(=O)NCc1ccc(F)cc1)Cc1ccc(Br)cc1
    0.6	i	-15.4	3.7	-1.9	0.6	6.2	-1.9	2.0

In a second layout: entries from further up
canonical_smiles: CCCCN1C(Nc2ccccc2)=NC[C@@H]1CC(C)C
  MT1-MMP act inh: 0.7
  Neddyl block: i
  CendR NRP1 mod: -1.6
  Rin1-Abl PPI inh: 1.8
  eLon inh: -10.0
  bovine MsrA act: -3.4
  FAS TE block: -9.9
  PABP1 MLLE inh: 7.8
  SKN-1 block: 13.6

canonical_smiles: COc1ccc(-c2nc(NC(=O)C3CCN(c4nc5ccccc5o4)CC3)sc2C)cc1
  MT1-MMP act inh: -14.1
  Neddyl block: i
  CendR NRP1 mod: 2.7
  Rin1-Abl PPI inh: 0.4
  eLon inh: 0.1
  bovine MsrA act: 0.4
  FAS TE block: 17.3
  PABP1 MLLE inh: 11.2
  SKN-1 block: 0.0

canonical_smiles: CCc1ccc(NC(=O)CS(=O)CC(=O)Nc2ccc(F)cc2F)cc1 (configuration not stated)
  MT1-MMP act inh: 2.7
  Neddyl block: i
  CendR NRP1 mod: -2.9
  Rin1-Abl PPI inh: -1.9
  eLon inh: -1.0
  bovine MsrA act: 1.1
  FAS TE block: -7.7
  PABP1 MLLE inh: 14.4
  SKN-1 block: 34.0

The list goes on.
Each structure is followed by: MT1-MMP act inh	Neddyl block	CendR NRP1 mod	Rin1-Abl PPI inh	eLon inh	bovine MsrA act	FAS TE block	PABP1 MLLE inh	SKN-1 block
COc1ccc(CNC(=O)C/C(C)=N/NC(=O)COc2cccc(C)c2)cc1
    0.7	i	15.0	2.5	0.2	-0.9	-3.4	7.0	-0.7
CCOC(=O)c1c(C)oc2c1c(C=NCc1ccccn1)c(O)c1ccccc12
    -26.7	i	-1.1	-1.3	123.6*	-1.3	-2.4	5.4	32.9
O=C(Cc1cccs1)NC(Cc1c[nH]c2ccccc12)C(=O)O (configuration not stated)
    2.8	i	4.8	-1.6	1.9	-0.7	-4.8	8.0	6.8
COCCN(CCNC(=O)c1ccc(NC2=NC3CS(=O)(=O)CC3S2)cc1)Cc1ccco1 (configuration not stated)
    -0.5	i	12.1	1.1	-4.5	-4.2	-6.7	-39.1	-0.2
COc1ccc(S(=O)(=O)N2CCOCC2)cc1NC(=O)CC(C)c1ccccc1 (configuration not stated)
    -3.2	i	-4.6	4.3	-8.0	-4.8	1.8	7.6	4.3
O=C(Nc1ccnn1C1CCN(C(=O)Cc2cccc(Cl)c2)CC1)C1CC1
    0.2	i	5.0	-1.4	-4.1	-4.6	-2.0	5.1	1.4
O=C(N/N=C/c1ccco1)c1cc(C2CC2)[nH]n1
    0.5	i	11.5	-3.1	6.7	-3.4	-4.8	22.4	1.7
CCOc1ccc(NC(=O)CSc2nnc(-c3ccco3)n2C)cc1
    1.3	i	1.2	-0.7	1.6	0.3	-1.3	-5.6	-6.3
CSc1cccc(N2C(=O)C3CCCN3C2=S)c1 (configuration not stated)
    -1.6	i	-1.3	2.0	4.7	8.1*	-7.2	5.8	12.9
COCCCNC(=O)/C(C#N)=C/c1c(N2CCN(c3ccccc3)CC2)nc2ccccn2c1=O
    0.7	+	8.1	-3.0	1.6	-2.4	-1.5	-6.6	11.7
CCOC(=O)C1CCCN(C(=O)CNC(=O)c2nn(-c3ccc(OC)c(Cl)c3)c(=O)c3ccccc23)C1 (configuration not stated)
    2.7	i	-2.7	0.6	-12.6	-0.4	12.6	2.4	-12.2
COCCSc1nc2c(c(=O)[nH]c(=O)n2C)n1Cc1cccc(C)c1
    0.4	i	4.9	11.2*	3.0	-1.3	1.6	-3.6	16.2
COc1ccc2nc(NC(=O)Nc3cccc4ccccc34)sc2c1
    -6.5	i	-5.6	-1.2	-0.1	-1.8	2.1	-0.7	4.3
Cn1c(CC(=O)NNC(=O)c2ccccc2[N+](=O)[O-])nc2ccccc21
    0.8	i	-3.5	1.4	2.2	-1.6	-5.3	1.0	-25.3
COc1ccccc1C(=O)NC(CCSC)C(=O)NCCCn1nc(C)cc1C (configuration not stated)
    0.6	i	9.9	1.2	-1.9	-2.8	2.3	1.4	2.5
O=C(COC(=O)c1cccnc1Cl)Nc1cc(S(=O)(=O)N2CCOCC2)ccc1Cl
    3.9	i	11.7	-1.0	-1.0	-3.8	1.7	1.7	8.7
Cc1ccc(CN2CCC(CNC(=O)c3ccc(NC(=O)C4=CSCCO4)cc3)CC2)cc1
    2.4	i	4.3	1.4	-8.8	-1.5	-7.0	0.8	-5.1
CC(OC(=O)c1cc2ccccc2o1)C(=O)Nc1ccc(N2CCOCC2)cc1 (configuration not stated)
    5.6	i	1.3	0.0	0.2	-3.4	-4.7	-2.0	-12.0
Cc1ccc(COc2ccc(Br)cc2/C=N/O)cc1
    -3.9	i	9.1	-3.3	18.2	-0.7	-11.1	8.5	7.1
Cc1cc(-n2c(C)cc(C(=O)CN3C(=O)NC4(CCCCC4C)C3=O)c2C)no1 (configuration not stated)
    -5.5	i	-7.8	6.7	-6.4	-0.3	-0.6	-20.4	-2.6
CCCN1C(=O)/C(=C/c2ccc(C)s2)NC1=S
    -2.5	i	-7.5	3.5	-11.6	-9.2	2.8	-114.9	3.0
Cc1cccc(-n2nnnc2SCn2nnc3ccccc3c2=O)c1
    4.1	i	3.4	-1.1	-19.1	-2.3	-2.0	21.1	1.6
Cc1c(S(=O)(=O)Nc2ccc3c(c2)OCCO3)cnn1C
    5.8	i	6.4	2.6	-4.9	-4.6	-6.0	-2.6	-2.3
CCOC(=O)c1c(C)n(-c2ccc(OC)cc2)c2ccc(O)c(CN(C)C)c12
    -3.0	i	0.4	-2.5	2.7	-4.9	-11.2	4.6	3.0
Cc1ccc(OCC(=O)Nc2ccc3c(c2)C(=O)N(CCC(=O)O)C3=O)cc1
    -1.0	i	3.6	-0.4	-5.6	-1.9	-2.1	-0.2	-0.6
COc1cc2c(c(OC)c1)C(c1cccc(OC)c1OC)CC(=O)N2 (configuration not stated)
    3.2	i	-1.7	5.2	0.8	-3.7	-4.4	11.0	-19.9
CCOC(=O)C(=O)C1=CN(Cc2ccccc2)C=C(C#N)C1
    0.4	i	1.2	3.1	7.3	1.7	1.3	-3.0	8.5
COc1ccc(CCc2nnc(CCC(=O)NCc3cnn(-c4ccccc4C)c3)o2)cc1
    1.4	i	-7.0	2.4	0.7	-4.9	-6.9	-17.3	4.8
C=CCN1C(=O)CSc2ccc(C(=O)NC3CCCCC3)cc21
    2.6	i	3.5	-2.2	-3.9	2.2	-1.3	15.1	5.1
